# rCAG RNA binder = r(CAG) repeat RNA binding; TO-PRO-1 dye displacement fluorescence; inhibition, % at 3 µM; 370,000 compounds, 1.3% hits; AID 651821;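 active = inhibition above the plate cutoff, the mean of all test compounds on that plate plus 3 SD, cut at about 35% in these data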;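 also: 0% = DMSO alone and 100% = 100 µM mitoxantrone as full dye displacement; higher means more dye released from RNA so lower well fluorescence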
# HTRA1 inhibitor = inhibitors of human serine peptidase HTRA1; inhibition, % at 5.96 µM; Q92743; 340,000 compounds, 0.5% hits; recombinant HTRA1, FP-rhodamine activity-based probe, fluorescence polarization; in the data active = inhibition above about 36%;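 also: 0% = enzyme with DMSO and 100% = wells lacking enzyme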
# NPR2 activator = GC-B (human) receptor activation. P20594. HEK293-GC-B cells, CNP EC30, cGMP TR-FRET; 0% at EC30 CNP, 100% saturating CNP. activation, % at 10 µM. 370,000 compounds, 0.11% hits;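 active = activation at 10 µM reaching about 35% in either raw or pattern-adjusted values, limit read from the data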
# MBD2 inh = blocks human MBD2 binding to methylated DNA; Q9UBB5; TR-FRET, MBD2 binding to methylated oligonucleotide; inhibition, % at 4.4 µM; 370,000 compounds, 0.31% hits; AID 686964; in the data active = inhibition above about 13%
# TCR CD3 inh = blocks the human TCR-CD3 interaction | TAMRA-labeled TCR probe fluorescence, biochemical | inhibition, % at 9.4 µM | 360,000 compounds, 0.37% hits; in the data active = inhibition above about 19%;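 also: recombinant mutant TCR 2C K166C tagged with TAMRA read by polarization; 0% = receptor in buffer alone and 100% = receptor with positive control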
# PRMT1 inh = PRMT1 (human) inhibition, primary screen; Q99873; recombinant PRMT1, activity-based probe fluorescence polarization; 370,000 compounds, 1.3% hits; inhibition, % at 2.79 µM;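 active = inhibition above about 21% made by adding two undisclosed values, limit read from the data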
# ABHD4 inh = inhibits mouse alpha/beta hydrolase domain 4; purified mABHD4, FP-Rh probe fluorescence polarization; inhibition, % at 8.92 µM; 370,000 compounds, 0.54% hits; AID 720543;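 active = inhibition exceeding the mean over every tested compound plus 3 SD, cut at about 30% in these data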;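 also: 0% = plate median of compound wells and 100% = S159A mutant with DMSO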
#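 Assay system: wild-type mouse ABHD4 protein; compound: single nominal dose of 8.92 µM, 0.89% DMSO final; schedule: 45 min + 60 min at 25 °C; measured by: FP readout, ex 525 nm / em 598 nm; evaluation: % inhibition of FP-Rh probe binding versus controls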
# NPR1 activator = GC-A (human) enzyme activation; P16066; HEK293 GC-A cells, cGMP TR-FRET, EC30 ANP; 0% at EC30 ANP, 100% saturating ANP; activation, % at 10 µM; 370,000 compounds, 0.14% hits; in the data active = activation above about 40%
# UHRF1 binding = blocks human UHRF1 binding to methylated DNA; UHRF1 binding to methylated oligo, TR-FRET; inhibition, % at 4.4 µM; 370,000 compounds, 0.75% hits; in the data active = inhibition above about 21%;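 also: UHRF1 SRA domain binding a hemimethylated CpG hairpin DNA probe; 0% = median of test compound wells and 100% = reference inhibitor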
# SIAE primary = blocks human sialic acid acetylesterase | SIAE FP-Rh probe binding, fluorescence polarization | inhibition, % at 9.66 µM | 370,000 compounds, 0.69% hits;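 active = inhibition above a cutoff: mean of compounds within the control limits plus 3 SD of those, cut at about 17% in these data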;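 also: 0% = plate median of compound wells and 100% = probe without SIAE protein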
# Numbers without * were called inactive; nt = no result given. Only part of the results is shown (hit frequency here may not be typical).
SMILES,rCAG RNA binder,HTRA1 inhibitor,NPR2 activator,MBD2 inh,TCR CD3 inh,PRMT1 inh,ABHD4 inh,NPR1 activator,UHRF1 binding,SIAE primary
CCN(Cc1ccccc1)C(=O)Cn1cnc2c1c(=O)n(C)c(=O)n2C,0,2,2,8,-3,-1,-4,0,5,2
COc1ccc2[nH]c(C(=O)N(Cc3ccccn3)Cc3ccccn3)cc2c1,0,6,-2,1,-1,-3,-1,-1,-1,4
Cn1c(Cn2cnc3ccccc32)nc2ccccc21,1,0,-4,-1,8,0,6,-6,1,3
Cc1ccc(C)c(NC(=O)CN(C)C(=O)[C@@H](NC(N)=O)C(C)C)c1,-1,3,4,1,2,0,2,4,-1,-7
CCOC(=O)Nc1ccc2ncn(C)c(=O)c2c1,-1,1,-4,2,-3,-2,-1,-1,-1,0
Cc1cc(NS(=O)(=O)c2ccc(NC(=O)C(c3ccccc3)c3ccccc3)cc2)no1,59*,-16,0,-2,15,0,-14,-3,0,2
COC(=O)C[C@H]1CC[C@@H]2[C@@H](COc3ccc(NS(=O)(=O)c4ccccc4Cl)cc3C(=O)N2C)O1,7,nt,-4,2,nt,0,2,2,-1,10
CSc1ccc(C#N)cc1NC(=O)c1ccc(Cl)cc1Cl,1,-2,-12,2,1,0,-3,5,-1,-10
COc1ccc(S(=O)(=O)Nc2ccccc2C(=O)NC(C)C)cc1OC,0,3,-7,-6,-5,-2,-1,1,1,3
C=CCN(CC=C)c1cnn(-c2nc3ccccc3[nH]2)c(=O)c1Cl,-1,-6,-7,-6,3,-2,3,-4,-2,2
CC(C)CCNc1nnnc2c1sc1nc(N3CCOCC3)c3c(c12)CC(C)(C)SC3,-2,-52,57*,3,6,2,-2,52*,0,-5
CN(CC(=O)Nc1ccccc1Cl)C(=O)c1ccc(COc2ccccc2)cc1,-1,-7,4,4,-10,1,-10,-1,3,-1
O=C1CC(c2ccccc2)Oc2cc(O)ccc21 (centres undefined),4,1,-3,1,4,4,-5,6,-2,-9
Cc1cccc(CSc2nnc(NC(=O)c3ccco3)s2)c1,12,-5,6,4,8,1,-4,0,2,-6
C=C1c2cccc(OC)c2O[C@H](C(=O)OCC)[C@@H]1CC(CC)CCCC (some centres undefined),5,-17,-11,-2,9,1,0,-1,4,3
O=C(c1cc(C2CC2)on1)N1CCCC(N2CCN(c3cccc(C(F)(F)F)c3)CC2)C1 (centres undefined),-10,-6,6,-2,0,1,-3,4,0,-2
O=C(O)COc1ccc(NC(=O)c2cccs2)cc1,-2,-1,-2,2,-8,7,2,3,-1,-1
CCOc1ccc(NC(=O)c2nn(-c3ccc(OC)cc3OC)c(=O)c3ccccc23)cc1,-1,nt,10,-3,3,-4,-3,1,4,12
CC(NC(=O)C(C)N1C(=O)c2ccccc2C1=O)c1ccccc1 (centres undefined),-2,2,1,-2,-6,0,-8,-2,2,2
Cc1c([N+](=O)[O-])c([N+](=O)[O-])nn1CC(=O)NCc1cccnc1,4,11,-5,2,3,1,0,-6,-2,-1
COc1cc(SC)ccc1C(=O)Nc1ccc(Cl)cn1,3,0,-6,9,-6,4,-14,-8,6,-6
CCOC(=O)N1CCC(NC(=O)c2ccc3c(c2)N=C(CC)c2cc(C)ccc2S3)CC1,-1,-41,1,6,0,2,-17,-1,2,-6
COC(=O)c1ccccc1NC(=O)CSc1ncccn1,0,2,-4,0,4,-2,6,-3,-1,5
CC(C)N1CCc2c(sc(NC(=O)C(F)(F)F)c2-c2nc3ccccc3s2)C1,nt,nt,-2,-5,nt,31*,5,6,-50,5
COc1ccc(-c2nc3cc(C)ccn3c2NC(=O)c2c(F)cccc2Cl)cc1,10,-5,6,-4,1,-1,4,-2,-1,5

# Brought forward from above: three entries, followed by the next part.
SMILES,rCAG RNA binder,HTRA1 inhibitor,NPR2 activator,MBD2 inh,TCR CD3 inh,PRMT1 inh,ABHD4 inh,NPR1 activator,UHRF1 binding,SIAE primary
COC(=O)c1ccccc1NC(=O)CSc1ncccn1,0,2,-4,0,4,-2,6,-3,-1,5
CC(C)N1CCc2c(sc(NC(=O)C(F)(F)F)c2-c2nc3ccccc3s2)C1,nt,nt,-2,-5,nt,31*,5,6,-50,5
COc1ccc(-c2nc3cc(C)ccn3c2NC(=O)c2c(F)cccc2Cl)cc1,10,-5,6,-4,1,-1,4,-2,-1,5
CCOC(=O)Nc1cccc(OCC(=O)Nc2ccccc2OC)c1,-3,-16,-6,-6,1,-2,-6,1,-1,-6
Nc1c(C=C2C=CC(=O)C=C2)c(=O)nc2sc(CC(=O)N3CCCCC3)nn12,20,0,5,3,0,-1,-8,3,8,1
CCn1c(O)c(C=Nc2ccccc2)n(-c2ccccc2)c1=S,1,4,6,2,2,1,-2,-6,2,-1
CCOc1ccc(/C=N/Nc2ccccn2)cc1OC,-3,3,1,-2,3,0,4,2,47*,2
O=C(Nc1ccc(S(=O)(=O)Nc2ncccn2)cc1)c1ccccc1NS(=O)(=O)c1ccc(Cl)cc1,42*,0,2,2,10,-2,0,3,2,-3
COc1cccc(Nc2c(F)c(OC)c(F)c(F)c2C(=O)O)c1,3,5,1,4,-1,-1,3,3,11,-8
C=C(C)c1cccc(C(C)(C)NC(=O)Nc2cc(C)ccc2OC)c1,-4,-9,-16,4,9,-1,-6,-23,-1,-8
O=C(C(=O)N1CCc2ccccc2C1)c1cn(CC(=O)N2CCCC2)c2ccccc12,2,2,4,1,1,0,2,0,11,3
CC(=O)N1c2ccc(S(=O)(=O)N3CCC(C(=O)N4CCN(c5ccccc5)CC4)CC3)cc2CC1C (centres undefined),6,0,-2,-2,-1,-1,-1,-2,3,-3
COc1ccc(OC)c(S(=O)(=O)N2CCC(C(=O)NCCc3ccc(OC)c(OC)c3)CC2)c1,-6,0,1,3,-2,-1,2,4,-2,2
CC1CCC(NC(=O)c2nn(C)c3c2CSc2ccccc2-3)CC1 (centres undefined),-2,-9,-2,7,-2,22*,9,1,6,-5
Cc1ccc(C(=O)Cn2nnc(-c3ccccc3)n2)cc1,1,-9,-3,-2,-1,-4,-3,-1,-3,1
COc1ccc([N+](=O)[O-])cc1N(CC(=O)NC1CCCCC1)S(C)(=O)=O,0,3,-1,-3,-6,0,1,-3,0,-8
O=c1[nH]ncc2c3ccccc3n(Cc3cccc(Cl)c3)c12,-34,-24,-16,1,3,-29,-19,-47,-1,-8
CCn1c(CSc2nc(C)cc(C)n2)nnc1SCC(=O)N1CCCc2ccccc21,-7,6,1,-2,1,6,-3,-3,2,-5
CC(NC(=O)CCNC(=O)c1ccc(C(C)(C)C)cc1)c1ccccc1 (centres undefined),-4,-4,1,3,-5,4,0,-1,5,-5
CC(=O)C1(C)N(O)C(C)(C)C(c2ccco2)=[N+]1[O-] (centres undefined),0,5,7,-2,0,-2,0,2,0,7
O=C1NC(=O)/C(=C/c2ccc(-c3cc(C(=O)O)ccc3Cl)o2)S1,53*,-64,4,1,8,6,-26,-1,11,-31
COc1ccc(-c2csc(/C(C#N)=C\c3ccc(O)c([N+](=O)[O-])c3)n2)cc1OC,8,6,10,-4,1,-2,18,6,-1,-33
CC1CN(c2ccc(NC(=S)NNCCC#N)cc2)CC(C)O1 (centres undefined),-4,4,-2,3,-12,3,8,4,3,-2
COc1ccc(N2CCN(C(=O)c3cc(-c4cc(OC)ccc4OC)nc4ccccc34)CC2)cc1,1,-19,6,2,3,1,6,4,0,2
CNC(=S)N1CCc2cc(OC)c(OC)cc2C1,-4,2,4,-3,-8,5,-11,2,2,1
COc1cccc(NC(=O)n2nc(N)cc2-c2ccc(Cl)cc2)c1,7,5,-5,-2,4,1,17,6,-2,14
COc1ccccc1-n1cc(CN2CCN(C3CCCCC3)C(CCO)C2)cn1 (centres undefined),-5,1,-3,-3,0,-2,3,-7,0,2
COc1ccc(S(=O)(=O)n2ccc(-c3ccc(OCCN(C)c4ccccn4)cc3)n2)cc1,4,-21,2,-2,1,0,-2,4,0,-4

# (continued)
SMILES,rCAG RNA binder,HTRA1 inhibitor,NPR2 activator,MBD2 inh,TCR CD3 inh,PRMT1 inh,ABHD4 inh,NPR1 activator,UHRF1 binding,SIAE primary
COc1cccc(-c2cc(C(=O)O)c3cc4ccccc4cc3n2)c1OC,5,2,0,-3,-8,0,2,3,5,1
CCCCCCNC(=O)CCCCCNS(=O)(=O)c1ccc(Br)cc1,-7,-12,8,-1,4,-1,-5,-6,2,-3
COc1ccc(CCNC(=O)COc2cc(C)cc3oc(=O)cc(C)c23)cc1OC,-2,5,-8,3,-1,-2,10,-4,-3,3
COc1cc(/C=C2\SC(=S)N(CCC(=O)NC3CCCC3)C2=O)cc(OC)c1OC,5,-2,2,-2,8,-3,8,-3,-2,-1
COc1ccc(CNC(=O)c2cc3ccccc3o2)cc1OC,-7,-1,6,3,-7,1,6,6,3,-2
CCN1C(=O)C(CC(=O)Nc2ccc(OC)cc2)N(CCN2CCOCC2)C1=S (centres undefined),-1,3,2,-2,1,-4,1,3,-1,4
CC1(C)CC(=O)C(C(=O)/C=C/NCCc2ccccc2)C(=O)C1,-4,6,2,-3,4,-3,10,-1,-2,-2
Cc1nnsc1NC(=O)OCc1ccc(C(F)(F)F)cc1,2,-7,0,2,2,1,-8,1,0,1
O=C(O)CN1C(=O)C(=O)N(Cc2ccc(Cl)cc2Cl)C1=O,0,2,3,4,6,2,-4,3,1,3
O=c1cc(N2CCCCC2)nc2n1CCCS2,-2,9,-3,-2,-3,-3,1,2,0,-1
Cn1c([N+](=O)[O-])cnc1COC(N)=O,2,0,-5,-5,-7,-5,0,1,1,-1
CS(=O)(=O)N(CC(=O)NCc1ccco1)c1ccccc1Cl,1,-5,9,0,-3,5,0,1,1,-4
Cc1nc(N2CCCCC2)c(C#N)c(C)c1[N+](=O)[O-],-3,-11,-3,-1,5,-7,-5,0,1,0
Cc1cc(C)n(Cc2ccc(Cl)nc2)n1,-1,5,2,1,3,1,6,0,0,9
Cc1ccc(S(=O)(=O)N2CCN(C(=O)N3CCOCC3)C2C(C)C)cc1 (centres undefined),-5,3,5,-5,2,0,-1,2,2,2
O=C(NNC(=S)Nc1ccccc1)c1ccco1,-1,0,2,-1,-4,-1,1,-2,2,9
COc1cc(F)ccc1S(=O)(=O)n1c(C)nc2ccccc21,-3,-10,-3,0,5,0,-1,-3,3,1
O=C(Nc1ccc(F)c(Cl)c1)c1ccc2sc([C@H]3C[C@H](O)[C@@H](CO)O3)nc2c1,6,nt,1,3,-2,16,-27,9,3,-13
COc1cc(OC)c(NC2c3ccccc3C(=O)N2c2cc(C)ccn2)cc1Cl (centres undefined),6,4,-4,4,-5,0,11,-5,-3,11
CC1CCN(c2c(NCC3CCC(C(=O)NCc4ccccc4Cl)CC3)c(=O)c2=O)CC1 (centres undefined),-1,2,-14,0,1,-3,-1,4,-1,12

# Printed as active in PRMT1 inh, of those listed so far:
SMILES | HTRA1 inhibitor | NPR2 activator | MBD2 inh | TCR CD3 inh | PRMT1 inh | ABHD4 inh | NPR1 activator | UHRF1 binding | SIAE primary
CC(C)N1CCc2c(sc(NC(=O)C(F)(F)F)c2-c2nc3ccccc3s2)C1 | nt | -2 | -5 | nt | 31* | 5 | 6 | -50 | 5
CC1CCC(NC(=O)c2nn(C)c3c2CSc2ccccc2-3)CC1 (centres undefined) | -9 | -2 | 7 | -2 | 22* | 9 | 1 | 6 | -5

# Screening results from PubChem BioAssay.
